ERa SRC1 pot: ER-alpha (human) coactivator binding potentiation | TR-FRET ERalpha-LBD/SRC-Cy5 coactivator binding, 2 h; 100 = basal binding, no effect | 86,000 tested, 1.3% active | AID 639 | P03372 | coactivator binding (% of control), % at 25.6 µM; in the data active = activity above about 200%;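 note: binding measured in presence of low estradiol as agonist stimulus; 0% = peptide alone without receptor and 100% = receptor with peptide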
ERa SRC1 inh: ER-alpha (human) coactivator binding inhibition; AID 629; TR-FRET ER-alpha LBD / SRC-1 peptide, estradiol-bound; inhibition, % at 25.6 µM; 86,000 tested, 1.7% active; P03372; in the data active = inhibition above about 50%;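 note: 0% = receptor plus peptide control and 100% = peptide only without receptor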
Mac1 fbg enh: increases human CD11b/CD18 adhesion to fibrinogen; activation, % at 10 µM; K562 CD11b/CD18 adhesion to fibrinogen, ATPlite luminescence; 93,000 tested, 0.07% active;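 active = 10 µM primary screen giving 50% or more activity, confirmed by 40% or more on retest at that dose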; note: strong numbers were not always called active; reference of the scale not given here
MT1-MMP txn act: activates MT1-MMP transcription; AID 750; HT1080 MT1-MMP promoter luciferase reporter, luminescence, overnight; hits give high values; activation factor at 10 µM; 86,000 tested, 0.16% active;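 active = activation factor of at least 2 for MT1-MMP transcription at 10 µM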
E coli WT exp: blocks growth of wild type E. coli BW25113; OD600 absorbance; growth inhibition, % at 100 µM; 98,000 tested, 0.15% active;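 active = growth inhibition above about 50% at one test dose, limit read from the data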;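 note: growth measured after 20 h incubation at 37 °C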
FAK inh: FAK (human) kinase inhibition | Q05397 | biochemical FAK kinase activity assay | inhibition, %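 (tested at 7 µM)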 | 97,000 tested, 0.84% active | AID 727; in the data active = inhibition above about 19%;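 note: 0% = DMSO and 100% = reference compound high control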
CD11b adhes inh: blocks human CD11b/CD18 adhesion to fibrinogen. P05107+P11215. K562 CD11b/CD18 adhesion to fibrinogen, ATPlite luminescence; Mn2+ added to activate the integrin. inhibition, % at 10 µM. 93,000 tested, 0.54% active. AID 1497;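 active = primary inhibition of 50% or more at 10 µM, then 40% or more on retest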; note: some results filed as inactive read as strong as hits
PLAP act: activates human placental alkaline phosphatase; purified PLAP enzyme, luminescent substrate read-out; hits give high values; AID 696; 96,000 tested, 1.2% active; activation fold at 20 µM; P05187; in the data active = activation fold above about 2
Target sequence (P05187 whole entry, looked up): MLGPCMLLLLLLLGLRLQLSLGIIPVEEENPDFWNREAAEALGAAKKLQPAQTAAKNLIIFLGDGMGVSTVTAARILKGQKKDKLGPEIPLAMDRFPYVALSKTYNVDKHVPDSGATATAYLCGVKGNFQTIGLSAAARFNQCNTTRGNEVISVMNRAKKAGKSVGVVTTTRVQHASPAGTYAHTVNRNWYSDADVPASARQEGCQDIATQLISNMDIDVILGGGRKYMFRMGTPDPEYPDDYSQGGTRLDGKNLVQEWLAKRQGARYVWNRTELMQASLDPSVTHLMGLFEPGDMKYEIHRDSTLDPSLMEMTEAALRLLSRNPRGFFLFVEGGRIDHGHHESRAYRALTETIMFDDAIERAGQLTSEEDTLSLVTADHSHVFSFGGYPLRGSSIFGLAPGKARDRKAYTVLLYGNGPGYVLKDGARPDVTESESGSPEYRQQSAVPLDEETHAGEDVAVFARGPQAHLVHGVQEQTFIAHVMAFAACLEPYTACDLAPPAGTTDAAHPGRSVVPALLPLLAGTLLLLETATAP
ERb coact inh: blocks coactivator binding to human estrogen receptor beta. Q92731. TR-FRET ER-beta LBD / SRC1-Cy5 peptide binding; receptor agonist-loaded with 1 µM estradiol. inhibition, % at 25.6 µM. 86,000 tested, 1.3% active. AID 633;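 active = compounds whose percent inhibition of the receptor-coactivator binding signal exceeds about 50% in the single-dose screen, limit read from the data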;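 note: 0% = receptor plus peptide wells without compound and 100% = peptide-only wells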
Starred values were filed as active, the others as inactive; . = no result given; [ ] = dose if it differs, or a comment.

SMILES,ERa SRC1 pot,ERa SRC1 inh,Mac1 fbg enh,MT1-MMP txn act,E coli WT exp,FAK inh,CD11b adhes inh,PLAP act,ERb coact inh
CCn1c2ccccc2c2nnc(SCC(=O)c3ccccc3)nc21,110.5,-10.0,3.3,1.2,0.0,-1.7,-12.6,0.9,-9.2
O=c1[nH]c2cc3c(cc2cc1CN(CCc1ccccc1)Cc1nnnn1CC1CCCO1)OCO3 (stereo unspecified),101.8,-5.3,1.6,1,-5.0,2.6,-2.1,0.9,-6.4
O=C(COC(=O)C1CC(=O)N(C2CCCCC2)C1)c1ccc(F)cc1 (stereo unspecified),102.0,-7.8,-1.3,.,6.0,.,-2.8,1,4.3
Cn1c(Sc2ccc(Cl)cc2)c(C=O)c2ccccc21,.,.,1.0,.,-3.0,1.8,24.2,0.7,.
N#CCCN1CCN(C(=S)c2ccc(-c3cccc(Cl)c3)o2)CC1,94.6[fluorescence artefact?],-7.4,-0.4,1.5,-27.0,-0.9,8.7,1.5,-15.7
COc1ccc(C(=O)/C=C/Nc2ccc(C)cn2)cc1OC,109.3,-4.2,.,.,.,0.4,.,.,-3.4
O=c1n(Cc2ccccc2F)c2ccccc2n1Cc1ccccc1F,94.1,-5.4,.,1.1,.,1.6,.,.,-5.0
O=C(Cn1nc(-c2ccccc2)ccc1=O)NCc1ccc2c(c1)OCO2,120.3,1.3,-3.6,1,-3.0,1.5,-6.2,0.9,29.2
O=C(c1ccc(Nc2cccc(C(F)(F)F)c2)nc1)N1CCCC1,118.6[fluorescence artefact?],9.3,-3.9,1.3,-4.0,-0.8,10.9,1.7,3.6
CCCCOCCCNc1ncnc2c1[nH]c1ccccc12,100.0,3.1,-5.8,1.2,31.0,5.3,100.3*,1.1,-2.0
COCCCNc1nc(-c2ccncc2)nc2ccccc12,89.1,-6.2[fluorescence artefact?],5.1,1,7.0,2.3,-11.0,0.9,-13.7[fluorescence artefact?]
COc1ccccc1NC(=O)N(C1CCCC1)C1CCN(C(C)=O)CC1,101.7,-5.5[fluorescence artefact?],2.3,.,2.0,-12.2,2.8,1,14.9[fluorescence artefact?]
Cc1cccc2cc(CN(Cc3ccc(F)cc3)C(=O)C(F)(F)F)c3nnnn3c12,109.6[fluorescence artefact?],-5.8,.,1.2,.,-0.3,.,.,-8.3
CC(=O)Nc1ccc(OC(=O)C(CCS(C)(=O)=O)N2C(=O)c3ccccc3C2=O)cc1 (stereo unspecified),126.3[fluorescence artefact?],-24.6,-1.2,1,3.0,-2.5,5.0,1,-19.4
CCOCc1nnc(NC(C)=O)s1,112.4,-12.0,0.4,0.9,-2.0,2.8,-6.2,1,-13.8
CC1(C)CC(C#N)(N2CCOCC2)CCO1 (stereo unspecified),111.7,-11.8,-3.2,1.2,-1.0,-1.0,4.6,1,-8.2
Cc1c(C(=O)OCC(=O)c2c(N)n(CC(C)C)c(=O)n(C)c2=O)oc2ccccc12,114.0,7.2,.,1,-11.0,1.0,.,.,4.6
CCc1c(C)nc(/N=C(/NC(=O)c2ccccc2)Nc2ccccc2OC)[nH]c1=O,121.3,-0.4,.,0.8,.,-0.4,.,.,2.4
Cn1c(SCC(=O)Nc2sc3c(c2C#N)CCC3)nnc1C1COc2ccccc2O1 (stereo unspecified),68.8[fluorescence artefact?],65.6*[fluorescence artefact?],0.5,1.1,-11.0,2.0,-2.3,1.1,40.8[fluorescence artefact?]
CN(CCCCCC(=O)/C=N/O)Cc1ccccc1,107.9,-6.9,2.1,1,.,.,-4.8,.,-3.6
COc1ccc2c(c1)c(=O)oc1c(C)c(OCC(=O)N3CCc4ccccc4C3)ccc12,.,.,19.6,.,-4.0,0.0,1.3,1,.
CCCN1CCN(C(=O)C2CCN(S(=O)(=O)c3ccc4c(c3)oc(=O)n4C)CC2)CC1,142.8,-6.0,-2.6,1.1,1.0,-0.1,-13.0,1.1,-5.5
Cc1c(NC(=O)c2ccco2)cccc1-c1nc2cccnc2s1,97.0[fluorescence artefact?],23.2,-1.1,1.2,-2.0,1.0,-15.9,1.3,21.3
COc1cc(C(=O)N2CCN(C(=O)c3ccco3)CC2)cc(OC)c1OC,111.0,-3.4,0.4,.,0.0,-1.7,-23.6,1.2,-7.9

Some of these compounds in order of length of the SMILES, highest first.
SMILES,ERa SRC1 pot,ERa SRC1 inh,Mac1 fbg enh,MT1-MMP txn act,E coli WT exp,FAK inh,CD11b adhes inh,PLAP act,ERb coact inh
CC(=O)Nc1ccc(OC(=O)C(CCS(C)(=O)=O)N2C(=O)c3ccccc3C2=O)cc1 (stereo unspecified),126.3[fluorescence artefact?],-24.6,-1.2,1,3.0,-2.5,5.0,1,-19.4
N#CCCN1CCN(C(=S)c2ccc(-c3cccc(Cl)c3)o2)CC1,94.6[fluorescence artefact?],-7.4,-0.4,1.5,-27.0,-0.9,8.7,1.5,-15.7
CCCCOCCCNc1ncnc2c1[nH]c1ccccc12,100.0,3.1,-5.8,1.2,31.0,5.3,100.3*,1.1,-2.0

Going on with the list.
SMILES,ERa SRC1 pot,ERa SRC1 inh,Mac1 fbg enh,MT1-MMP txn act,E coli WT exp,FAK inh,CD11b adhes inh,PLAP act,ERb coact inh
CC(=O)Oc1ccc(/C=N/NC(=O)C2CCCN2S(=O)(=O)c2ccc(Cl)cc2)cc1 (stereo unspecified),.,.,-2.7,.,2.0,2.9,-29.5,1,.
COc1cccc(N(CC(=O)N2CCN(c3ccccc3OC)CC2)S(C)(=O)=O)c1,105.0,-3.8,-0.4,1,-4.0,-1.6,10.1,1.5,-12.9
CCOC(=O)CC1C(=O)NCCN1C(=O)COc1ccc(Br)cc1C (stereo unspecified),105.7[fluorescence artefact?],-2.9,0.6,1,-1.0,8.7,-41.1,1.1,16.8
c1ccc(N2CCN(c3ncnc4scc(-c5cccs5)c34)CC2)cc1,129.3,-7.8,-1.2,1.1,-12.0,-7.8,29.9,1.3,4.3
Cc1ccc(S(=O)(=O)N(CC(=O)NCc2ccco2)Cc2ccc(F)cc2)cc1,.,.,-0.9,1,-10.0,-0.1,-6.8,1,.
CCOC(=O)c1cc(-c2ccc(OC)cc2)nc2c1c(C)nn2CCC#N,94.1,-6.0,-3.8,1.1,-5.0,-0.8,14.1,1.8,-6.4
CSCC[C@H](NC(=O)OC(C)(C)C)c1nnc(SCC=C(C)C)o1,100.1,-14.4,1.3,1.2,1.0,-0.4,29.2,1.7,-3.8
CC(=O)c1c(C)[nH]c(C(=O)OC2CCOC2=O)c1C (stereo unspecified),100.2[fluorescence artefact?],-2.4,0.7,1.1,2.0,.,1.4,1,1.1
CSC1=NCCN1C(=O)c1ccc(S(=O)(=O)N2CCCCC2)cc1,98.8[fluorescence artefact?],-6.5,-1.4,1.2,-7.0,.,4.1,1,-3.4[fluorescence artefact?]
CC1CCN(C(=O)Cn2c(=O)n(Cc3ccc4c(c3)OCO4)c(=O)c3ccccc32)CC1,115.6,-3.7,-1.0,1.3,-9.0,0.0,-11.7,1.4,-13.8
COc1cc(C(=O)NC(=S)Nc2ccc(Cl)c(C(=O)O)c2)cc(OC)c1OC,.,.,-0.3,.,-5.0,-1.6,5.3,1,.
CCOC(=O)CSc1nnc(CNC(=O)c2cccc(C)c2)n1-c1ccccc1OC,111.5,3.4,.,1.3,7.0,1.4,.,1.2,3.7
Cn1c2ccccc2c2ncn(CCN3CCOCC3)c(=O)c21,108.3,-9.6,-2.0,1.1,-1.0,-1.9,-10.5,1,0.3
Cc1cc2ncn(S(=O)(=O)c3ccc(S(=O)(=O)N4CCCCCC4)cc3)c2cc1C,98.6,-27.0,.,1.3,.,-1.4,.,.,-20.1[fluorescence artefact?]
O=C(/C=C/c1ccc(Br)cc1)NC(=S)NNC(=O)c1ccco1,67.4,-23.7,.,1,.,6.2,.,.,-7.6
CCC(CC)C(=O)NCCc1cc2ccc(C)c(C)c2[nH]c1=O,122.1[fluorescence artefact?],-9.2,3.4,1.1,.,.,-59.9,1,-3.3[fluorescence artefact?]
CCOC(=O)N1CCC(Nc2nc3ccccc3nc2NS(=O)(=O)c2ccc(Cl)cc2)CC1,123.7,-1.1,0.0,1.7,0.0,2.5,91.5*,1,-0.5
Cc1cc(-n2c(C)cc(C(=O)COc3ccc4ccc(=O)oc4c3)c2C)no1,69.4,15.1[fluorescence artefact?],7.6,0.9,-8.0,5.9,-12.6,1.1,11.1
Cc1ccc(NC(=O)CSC2=C(C#N)C(c3ccc4c(c3)OCO4)C3=C(CCCC3=O)N2)c(C)c1 (stereo unspecified),128.0,-3.8[fluorescence artefact?],-0.9,0.9,-11.0,-1.4,13.2,1.6,3.3[fluorescence artefact?]
O=C(CCC(=O)N1CCc2ccccc2C1)N1CCN(S(=O)(=O)c2ccccc2)CC1,113.0,-3.7,.,1.1,8.0,-0.5,.,.,-1.2
COCCCn1c(-c2ccc(Cl)cc2)n[nH]c1=S,98.2,-12.1,-2.5,1.2,0.0,-0.6,-3.7,1.8,-15.4
O=C(Oc1cccc2c(OC(=O)N3CCOCC3)cccc12)N1CCOCC1,133.0,-1.9,1.1,1.1,-1.0,1.6,-3.7,1,-7.6
CCOC(=O)C(NCc1ccc(F)cc1)(NC(=O)c1ccccc1)C(F)(F)F (stereo unspecified),108.3,27.2,.,1.1,.,-0.5,.,.,34.5
Cc1nnc(NC(=O)CSc2nnc(Cc3ccccc3)n2Cc2ccccc2)s1,116.7[fluorescence artefact?],3.6,1.7,1,2.0,-1.3,2.1,1.2,-5.1

Some values from above.
CCC(CC)C(=O)NCCc1cc2ccc(C)c(C)c2[nH]c1=O – PLAP act: 1
Cn1c2ccccc2c2ncn(CCN3CCOCC3)c(=O)c21 – ERa SRC1 pot: 108.3
O=C(/C=C/c1ccc(Br)cc1)NC(=S)NNC(=O)c1ccco1 – ERa SRC1 inh: -23.7
O=C(CCC(=O)N1CCc2ccccc2C1)N1CCN(S(=O)(=O)c2ccccc2)CC1 – MT1-MMP txn act: 1.1

The list goes on:
SMILES,ERa SRC1 pot,ERa SRC1 inh,Mac1 fbg enh,MT1-MMP txn act,E coli WT exp,FAK inh,CD11b adhes inh,PLAP act,ERb coact inh
Cn1c(=O)c2c(ncn2CC(O)CNc2ccc(Cl)cc2)n(C)c1=O (stereo unspecified),111.5,-10.0,-6.9,1.1,-1.0,-0.2,0.7,1,-5.6
CS(=O)(=O)Nc1ccccc1C(=O)N1CCN(c2ccccc2)CC1,111.6[fluorescence artefact?],7.2,-1.7,1.1,6.0,-1.5,1.1,1.4,8.2
Nc1[nH]ncc1N=Nc1ccc(Cl)cc1,.,.,-0.3,.,10.0,6.8,35.1,1.5,.
Cc1ccc(N2C=Nc3ccc(C)c4nc(C)cc2c34)cc1,.,.,-0.8,.,6.0,4.0,11.8,1.3,.
O=c1cc(CNCCCO)c2ccccc2[nH]1,124.8,-1.0,3.8,1.2,1.0,0.0,-22.8,1.1,-4.5
O=C(O)[C@H](Cc1ccccc1)N1Cc2ccccc2C1=O,113.0[fluorescence artefact?],-0.3,-0.2,1,5.0,4.7,-9.0,1,1.6
O=C(Nc1cccc(F)c1)N1CCN(C/C=C/c2ccccc2)CC1,94.6,6.7[fluorescence artefact?],-4.7,1.2,11.0,-1.6,-1.0,1.5,1.9[fluorescence artefact?]
